Screening data: PubChem BioAssay, National Center for Advancing Translational Sciences (NCATS)
UDG counterscr: Primary qHTS assay for inhibitors of Activation Induced Cytidine Deaminase (AID): UDG Counterscreen signal | Uracil-DNA glycosylase | FRET deamination/UDG coupled assay, UDG read, 4 h | Potency, µM (series often up to 115 µM), inactives show top-dose activity change, negative = inhibition, usual class: inhibitors | 91,000 tested, 0.14% active | AID 1347430, 2020; further: nearly all actives have a fitted effect of over 65% in size
AID inhibitor: Primary qHTS assay for inhibitors of Activation Induced Cytidine Deaminase (AID): AID signal; Single-stranded DNA cytosine deaminase (Homo sapiens), Q9GZX7; AID deamination FRET fluorescence, UDG-coupled, 4 h; Potency, µM (doses to about 115 µM), for inactives: top-dose activity change, negative = inhibition, usual class: inhibitors; 91,000 tested, 0.32% active; AID 1347428, 2020; further: nearly all actives have a fitted effect of over 25% in size
Target sequence (Q9GZX7 whole entry, looked up): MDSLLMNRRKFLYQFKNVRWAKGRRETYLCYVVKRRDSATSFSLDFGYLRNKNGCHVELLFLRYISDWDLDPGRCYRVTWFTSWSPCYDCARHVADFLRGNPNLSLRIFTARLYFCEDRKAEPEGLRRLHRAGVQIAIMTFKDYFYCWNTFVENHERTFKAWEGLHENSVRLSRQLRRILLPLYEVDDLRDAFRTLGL
The depositor's hits bear a star; ? = inconclusive; [ ] = remark or other dose. The call rests on the fitted dose curve; in most records, active means well fitted curve in the direction sought with a large enough effect; inconclusive means small, poorly fitted or top-dose-only effect, or another doubt; inactive means no such curve, though single readings can be large; an effect the other way counts as inactive or inconclusive. On the % scale 0 is the no-effect control and ±100 the full control effect; potency means the concentration at half of the fitted maximal effect.

Second line of a record: UDG counterscr	AID inhibitor
CCN(CC)C(=O)Oc1ccc2oc(=O)c(-c3ccccc3)c(C)c2c1
→ 1%	-7%
CCc1nnc(SCc2cccc(F)c2)c2cc3sc(C)cc3n12
→ -16%	?
CCCNCc1ccc(-c2ccccc2)o1
→ -5%	5%
COc1ccc(-n2ncc3c(NCCCOC(C)C)ncnc32)cc1
→ -10%	-2%
Cc1cccc(C(=O)NCc2cn3cccc(C)c3n2)c1
→ -5%[57.5 µM]	-16%
Cc1ccc2c(c1)cc1c(=O)n(CC(=O)NCc3ccco3)nc(C)n12
→ -2%	6%
O=C(Nc1cc2c(cc1C(=O)c1ccccc1Cl)OCCO2)c1ccccc1
→ 0%[57.5 µM]	8%
Cc1cc(C(=O)C(=O)Nc2nnc(C(C)C)s2)c(C)n1-c1ccccc1
→ -5%	-17%
O=C(CCc1ncc(-c2ccccc2)o1)NCc1ccc(F)cc1
→ 5%	-6%
CCOC(=O)C1CCN(C(c2ccccc2)c2sc3nc(-c4ccco4)nn3c2O)CC1 (stereo not drawn)
→ 33%[activator]	-2%
CCOc1ccc(CCNc2ncnc3onc(-c4ccc(Cl)cc4)c23)cc1OCC
→ -11%	?
COc1cccc(C2CC(=O)Nc3ccsc32)c1OCc1ccc(Cl)cc1 (stereo not drawn)
→ -19%	?
Cc1cc(C)n(-c2nc3ccccc3nc2N2CCN(C(=O)c3ccc(Cl)cc3)CC2)n1
→ ?	-15%
Cc1nn(Cc2cc(C(=O)O)c3ccccc3n2)c(C)c1Br
→ -1%	0%
CCc1ccc(NC(=O)Cn2c(=O)n(CCC(=O)NCCc3ccc(Cl)cc3)c(=O)c3ccccc32)cc1
→ 4%	14%
C(#C[Si](C#CCN1CCCCC1)(c1ccccc1)C1CCCCC1)CN1CCCCC1
→ 10%	7%
Cc1csc(Sc2ccc(Cl)cc2)n1
→ 1%	-5%
Cc1cccc(NC(=O)Cn2c(=O)n(CCc3ccccc3)c(=O)c3ccccc32)c1
→ -9%	-3%
CCCCNC(=O)CCCn1c(=O)c2ccccc2n(Cc2cccc(Cl)c2)c1=O
→ -12%	-22%
COc1ccc(C(=O)N2CCN(Cc3cc(=O)n4nc(-c5ccccc5C)sc4n3)CC2)cc1OC
→ -30%	288%[activator]
C=CCc1c(C)[nH]c2c(C)cccc2c1=S
→ 6%	-2%
O=C1C2CCCC1C(c1ccccc1)NC2c1ccccc1 (stereo not drawn)
→ 1%	-2%
COCCn1ccc2nc(C)c(C(=O)N3CCN(c4cc(C)ccc4C)CC3)cc2c1=O
→ 1%	-5%
COc1cccc(-c2nc(SCc3cc(=O)c4ccc(C)c(C)c4[nH]3)n[nH]2)c1
→ ?	5%
O=[N+]([O-])c1cc(S(=O)(=O)Nc2ccc(Cl)cc2)ccc1N/N=C/c1ccsc1
→ 4%	-1%
CCOc1cc(/C=C(\C#N)c2nc3ccccc3[nH]2)ccc1OCc1ccccc1
→ -1%	-13%
Cc1ccc(CN(C(=O)COc2ccc(C)c(C)c2)C2CCS(=O)(=O)C2)o1 (stereo not drawn)
→ -4%	3%
COc1cccc(CNS(=O)(=O)c2ccc(N3CCCCS3(=O)=O)cc2)c1
→ 4%	-11%
Cc1ccc(-c2cc(C(F)(F)F)n3nc(C(=O)Nc4ccc(C#N)cc4)cc3n2)cc1
→ -10%[57.5 µM]	?
COC(=O)Cn1ccc2cc(S(=O)(=O)N3CCCCC3)ccc21
→ -6%	0%
FC(F)(F)c1cccc(NC2(c3nnnn3-c3ccccc3)CCCC2)c1
→ -7%	-10%
COc1ccc(C2CC(=O)c3c([nH]c(C(=O)OCc4ccccc4)c3C)C2)cc1 (stereo not drawn)
→ 3%	4%
Cc1cc(C)c(C(=O)Cn2nc(C(=O)O)c3ccccc3c2=O)c(C)c1
→ 8%	6%
CCc1nn(Cc2cccc(F)c2)c(=O)c2cc3cc(C)ccc3n12
→ 4%	3%
O=C(NC1CCCCNC1=O)c1cc(Cl)c2c(c1)OCCCO2 (stereo not drawn)
→ -5%	-12%
Cc1cccc(N2CCN(S(=O)(=O)c3ccc4c(c3)C(C(C)C)C(=O)N4)CC2)c1C (stereo not drawn)
→ -7%	?
Cc1ccc(C(=O)c2ccccc2)cc1C
→ 8%	5%
CCc1ccccc1NC(=O)CCC(=O)c1ccc2c(c1)CCC2
→ -5%	0%
Cc1ccc2c(c1)c(=O)c(C(=O)c1ccncc1)cn2CC(=O)Nc1ccccc1Cl
→ -10%	0%
CCOC(=O)Cn1c(=O)oc2cc(S(=O)(=O)N3CCN(c4cccc(C)c4C)CC3)ccc21
→ -5%	?
FC(F)(F)c1cccc(CSc2nccc(-c3ccc(Cl)cc3)n2)c1
→ -9%	-15%
O=C(O)CSc1ccc2c(c1)OCCO2
→ 6%	6%
CC(C)(C)c1ccc(/C=N/NC(=O)Cc2cccc3ccccc23)cc1
→ -7%	-14%
COc1cc(C2c3c(n[nH]c3C)Nc3[nH]c(=O)[nH]c(=O)c32)ccc1OC(F)F (stereo not drawn)
→ 1%	-9%
CNC(=O)c1sc2ncccc2c1-n1cccc1
→ 3%	7%
O=C(COc1ccc(-c2ccccc2)cc1Cl)OCC(=O)c1ccc[nH]1
→ -2%	7%
CC1CCCN(CCCCNC(=O)CCc2ccc(C#N)cc2)C1 (stereo not drawn)
→ 10%	9%
CCOc1ccc(-c2cc(C(=O)NCc3ccc(C)cc3)c3ccccc3n2)cc1
→ -14%	-4%
Cc1ccc(C)c(N2CCN(C(=O)c3ccc(CS(=O)(=O)c4ccc(Br)cc4)o3)CC2)c1
→ ?	?
O=S(Cc1ccc(Cl)cc1)Cc1c(F)cccc1Cl (stereo not drawn)
→ -4%	-4%
CCCC(=O)Nc1cc(C)c(O)c(-c2nc3ncccc3o2)c1
→ -4%	13%
CC(NC(=O)/C(C#N)=C\c1ccccc1)C1CC2CCC1C2 (stereo not drawn)
→ 2%	-9%
Cc1c(C)c(C)c(S(=O)(=O)Nc2ccc(F)c(C(=O)O)c2)c(C)c1C
→ -4%	5%
O=C(NCCN1CCCC1)C1CCN(c2nnc(-n3cccc3)s2)CC1
→ -5%	-19%
O=C(CCC1CCCC1)NC1CCc2ccccc21 (stereo not drawn)
→ -4%	-5%
Cc1ccc(Nc2nc3ccccc3nc2-n2nc(C)cc2C)c(Cl)c1
→ -9%	-16%
Cc1nn(S(=O)(=O)c2ccc(F)cc2)c(C)c1S(=O)(=O)N1CCC(C)CC1
→ -6%	4%
O=C(Cn1ncc2c3ccccc3n(Cc3cccc(Cl)c3)c2c1=O)NC1CCCCCC1
→ 2%	1%
CCOC(=O)Cn1c(=O)n(-c2ccccc2OC)c2nc(-c3ccccc3C)nc(C(N)=O)c21
→ -4%	-14%
Cc1ccc2c(CN3CCN(CCO)CC3)cc(=O)oc2c1C
→ 0%	-2%

Full records from above. Screens in order: UDG counterscr	AID inhibitor
O=S(Cc1ccc(Cl)cc1)Cc1c(F)cccc1Cl (stereo not drawn) reads -4%	-4%
COc1cc(C2c3c(n[nH]c3C)Nc3[nH]c(=O)[nH]c(=O)c32)ccc1OC(F)F (stereo not drawn) reads 1%	-9%
Cc1c(C)c(C)c(S(=O)(=O)Nc2ccc(F)c(C(=O)O)c2)c(C)c1C reads -4%	5%
CCOC(=O)Cn1c(=O)n(-c2ccccc2OC)c2nc(-c3ccccc3C)nc(C(N)=O)c21 reads -4%	-14%
O=C(O)CSc1ccc2c(c1)OCCO2 reads 6%	6%

Of the compounds above, these contain bromine.
Second line of a record: UDG counterscr	AID inhibitor
Cc1nn(Cc2cc(C(=O)O)c3ccccc3n2)c(C)c1Br
→ -1%	0%
Cc1ccc(C)c(N2CCN(C(=O)c3ccc(CS(=O)(=O)c4ccc(Br)cc4)o3)CC2)c1
→ ?	?

(cont.)
Second line of a record: UDG counterscr	AID inhibitor
CC(=O)Nc1ccc(S(=O)(=O)NC2(C(F)(F)F)C(=O)Nc3c2c(=O)[nH]c(=O)n3-c2ccc(C)c(C)c2)cc1 (stereo not drawn)
→ -3%[57.5 µM]	-5%[57.5 µM]
CCCC(C(=O)NC(C)C)c1ccccc1 (stereo not drawn)
→ 2%	-2%
COc1cccc(NC(=O)Cn2c(=O)n(-c3cccc(OC)c3)c(=O)c3c4c(sc32)CCCC4)c1
→ -11%[57.5 µM]	0%
Cc1ccc(-c2ccc(C=O)o2)cc1C
→ -13%	-14%
Cc1cnc(NC(=O)Cn2ccc3c(Br)cccc32)s1
→ -4%	1%
CNC(=S)NNC(=O)c1cccnc1
→ -8%	-8%
Cc1ccc(C(C)C)c(OCC(=O)Nc2c(C(=O)c3ccccc3)oc3ccccc23)c1
→ -21%[57.5 µM]	4%
CC(=O)c1ccc(NC(=O)C2(C#N)CCCC2)cc1
→ -9%	1%
COc1cccc(CNc2nc(NCc3cccc(OC)c3)n(S(=O)(=O)c3ccccc3)n2)c1
→ -1%	3%
COc1ccc(NC(=O)Cn2c(=O)n(-c3ccc(C)c(C)c3)c(=O)c3c4c(sc32)CCCCC4)cc1Cl
→ 1%	18%
OCc1nc2ccccc2s1
→ 0%	-3%
CCN1CCCC1CNC(=O)c1cc(S(N)(=O)=O)ccc1OC (stereo not drawn)
→ -17%	-1%
Cc1cnc(C(=O)N(C)Cc2ccc(Cl)s2)cn1
→ 1%	4%
CCN(CC)C(=O)c1sc2c(c1C)c(=O)n(-c1ccc(C)c(C)c1)c(=O)n2CC(=O)Nc1ccc(OC)cc1OC
→ -7%	-22%
CCCOc1ccc(-c2cccc(NS(=O)(=O)c3cccs3)c2)nn1
→ 2%	-11%
CCc1ccc(C2=C(C)C(N3CCC(C(=O)NCc4ccc(C)o4)CC3)=NS2(=O)=O)cc1
→ 0%	16%
Cc1ccc(NC(=O)c2c3c(nc4ccccc24)CCCC3)cc1Cl
→ -6%	7%
Cc1nc2cc(Cl)ccc2cc1C(=O)NC1CCS(=O)(=O)C1 (stereo not drawn)
→ 2%	3%
Cc1ccc2c(=O)c(C(=O)c3ccc(Cl)cc3)cn(CC(=O)NC3CCCCC3)c2n1
→ 5%	4%
COC(=O)c1cccc(NC(=O)c2cc[n+]([O-])cc2)c1
→ -5%	-9%
COc1ccc(C(=O)OCC(=O)NCC(F)(F)F)cc1
→ -2%	4%
CN(C(=O)COC(=O)c1ccc(F)c(Cl)c1)c1ccc(F)cc1
→ 0%	-8%
COc1ccc(Oc2c(C)oc3cc(OC(=O)c4ccc5c(c4)OCO5)ccc3c2=O)cc1
→ -2%	-9%
Cc1ccc2c(CCNC(=O)CNC(=O)c3ccccc3)c[nH]c2c1
→ 1%	3%
COc1ccc2[nH]c(C)c(CCC(C)=O)c(=S)c2c1
→ -2%	22%
CCOC(=O)Nc1cccc(C(=O)OCc2cccc(C(=O)OC)c2)c1
→ 3%	-1%
CC(=O)c1ccc(NC(=O)CSc2nc(=O)n(Cc3ccncc3)c3c2CCC3)cc1
→ -23%	21%
CC(C)n1nccc1NC(=O)COc1ccc(C#N)cc1Cl
→ 0%	1%
CCCCn1c(=O)[nH]c(=O)c2c1nc(-c1ccncc1)n2CCC
→ 0%	4%
O=S1(=O)CCC(N2CCN(Cc3cccc(S(=O)(=O)N4CCOCC4)c3)CC2)C1 (stereo not drawn)
→ -3%	-1%
CC(CCc1ccccc1)NC(=O)C(=O)Nc1cccc(N2CCCS2(=O)=O)c1 (stereo not drawn)
→ -4%	1%
CCCCNC(=O)CN1C(=O)c2c(c3ccccc3n2C)C1c1ccc(OC)cc1 (stereo not drawn)
→ 23%	-22%
O=c1[nH]nc(SCc2ncc(-c3cccc(Cl)c3)o2)n1C1CC1
→ -2%	18%
Cc1cccc(Nc2ncnc3onc(-c4ccc(Cl)cc4)c23)c1C
→ 2%	-6%
Cc1c(Cl)cccc1-n1nc(C)c2c(C)cc(=O)n(CC(=O)NCc3ccccc3)c21
→ -8%	-9%
C=CCc1cc(/C=C2\NC(=O)NC2=O)cc(OCC)c1OCc1ccc(F)cc1
→ 5%	4%
Cc1ccc(S(=O)(=O)N2CCC(c3nnc(-c4cccc(C)c4)o3)CC2)cc1
→ -6%	-16%
CCCCOCCCNC(=O)CCC(=O)NC1CCCCCCCCCCC1
→ 11%	3%
COc1ccc(C(=O)N(Cc2ccco2)Cc2ccc(C)o2)cc1
→ 13%[57.5 µM]	17%
Cc1nn(CC(O)c2ccc(F)cc2F)c(=O)c2ccccc12 (stereo not drawn)
→ 9%	1%
CC(=O)N1CCCc2cc(S(=O)(=O)NCc3ccccc3Cl)ccc21
→ 5%	-12%
CCc1c(C)[nH]c2ccc(C)cc2c1=O
→ -12%	1%
Cc1cc(S(=O)(=O)NCC(c2ccco2)S(=O)(=O)c2ccccc2)ccc1F (stereo not drawn)
→ -5%	-18%
Cc1ccc(CNC(=O)CN(c2ccc(C)cc2)S(=O)(=O)c2c(C)nn(C)c2C)cc1
→ 0%	8%
Cc1cc(Cl)ccc1NC(=O)C1CCN(S(=O)(=O)c2ccc3[nH]c(=O)ccc3c2)CC1
→ 3%	-5%
O=C(Nc1cc(S(=O)(=O)N2CCOCC2)ccc1NCC1CCCO1)NC1CCCCC1 (stereo not drawn)
→ -3%	2%
N/C(=C\C(=O)/C=C/c1ccco1)C(F)(F)F
→ -5%	1%
CCOc1cc(/C=C(/C#N)c2ccc(C(F)(F)F)cn2)ccc1O
→ -9%	4%
CCOc1ccc(CNCc2ccco2)cc1OC
→ 7%	8%
Cc1n[nH]c(C)c1C(C)N (stereo not drawn)
→ -16%	-4%
N#Cc1ccc(-c2csc(-c3ccncc3)n2)cc1
→ -8%	6%

The list is partial. The share of hits here may be higher or lower than overall.
